Assay outcomes (PubChem)
miR-122 sensor – miR-122 Renilla sensor signal increase in Huh7, primary screen, miR-122 inhibitor project, cell-based, single point, plate reader | Huh7 miR-122 Renilla luciferase sensor, 48 h; neutral wells = 0, positive control = 100 | AID 602342, 2012 | activation (reporter increase), % at 12.5 µM | actives 0.3% (n = 340,000);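 active = mean replicate activation score at least 90 and every replicate individually at or above 90; inconclusive = only one of the two criteria met; inactive = neither criterion met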;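 note: higher luciferase means less miR-122 activity so hits act as miR-122 inhibitors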
SIRT5 inh – SIRT5 desuccinylase inhibitors, primary screen, biochemical, fluorescence imaging, single point, set 5 | NAD-dependent protein deacylase sirtuin-5, mitochondrial (Homo sapiens), Q9NXA8 | Purified SirT5, succinyl-peptide AMC, trypsin-coupled fluorescence | inhibition, % at 15 µM | actives 1.1% (n = 330,000) | AID 652115, 2013; in the data active = inhibition above about 15%; inconclusive = no clear call, values can overlap the other calls
Target sequence (Q9NXA8 whole entry, looked up): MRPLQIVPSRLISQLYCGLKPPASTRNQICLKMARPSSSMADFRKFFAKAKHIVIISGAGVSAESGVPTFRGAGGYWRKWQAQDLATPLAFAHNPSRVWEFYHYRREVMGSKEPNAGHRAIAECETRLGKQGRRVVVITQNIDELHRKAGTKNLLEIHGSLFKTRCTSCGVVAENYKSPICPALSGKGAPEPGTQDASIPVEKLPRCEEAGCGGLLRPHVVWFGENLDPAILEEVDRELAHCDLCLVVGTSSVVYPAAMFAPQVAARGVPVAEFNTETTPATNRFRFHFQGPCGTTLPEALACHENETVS
CASP6 VEID inh – human caspase-6 inhibitors, primary screen, biochemical, VEID-R110 fluorescence, single point, set 2 | purified caspase-6, Z-VEID-R110 cleavage fluorescence | actives 0.53% (n = 350,000) | inhibition, % at 12.5 µM | P55212;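 active = mean inhibition across replicates at least about 35%, with every replicate also reaching that limit, limit read from the data; inconclusive = only one of the two criteria met; inactive = neither criterion met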;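 note: 0% = median of neutral control wells and 100% = no fluorescence left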
Target sequence (P55212 24-179 limits assumed): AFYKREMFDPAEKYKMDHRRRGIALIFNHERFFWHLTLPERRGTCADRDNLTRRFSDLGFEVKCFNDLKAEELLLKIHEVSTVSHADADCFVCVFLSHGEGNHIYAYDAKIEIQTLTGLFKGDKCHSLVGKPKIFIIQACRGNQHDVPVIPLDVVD
Target sequence (P55212 194-293 limits assumed): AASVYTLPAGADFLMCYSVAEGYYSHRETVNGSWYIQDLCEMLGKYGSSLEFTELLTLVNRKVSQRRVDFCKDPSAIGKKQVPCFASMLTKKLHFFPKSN
ERp5 block – inhibitors of ERp5-driven insulin aggregation, primary screen, biochemical, turbidity, absorbance 650 nm, single point; Protein disulfide-isomerase A6 (Homo sapiens), Q15084; 90 min; inhibition, % at 9.99 µM; actives 0.05% (n = 350,000); AID 651711, 2012;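 active = mean replicate inhibition above about 25%, with every replicate also reaching it, limit read from the data, passing the limit was not always enough; inconclusive = only one of those two criteria met; inactive = neither criterion met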
Target sequence (Q15084 whole entry, looked up): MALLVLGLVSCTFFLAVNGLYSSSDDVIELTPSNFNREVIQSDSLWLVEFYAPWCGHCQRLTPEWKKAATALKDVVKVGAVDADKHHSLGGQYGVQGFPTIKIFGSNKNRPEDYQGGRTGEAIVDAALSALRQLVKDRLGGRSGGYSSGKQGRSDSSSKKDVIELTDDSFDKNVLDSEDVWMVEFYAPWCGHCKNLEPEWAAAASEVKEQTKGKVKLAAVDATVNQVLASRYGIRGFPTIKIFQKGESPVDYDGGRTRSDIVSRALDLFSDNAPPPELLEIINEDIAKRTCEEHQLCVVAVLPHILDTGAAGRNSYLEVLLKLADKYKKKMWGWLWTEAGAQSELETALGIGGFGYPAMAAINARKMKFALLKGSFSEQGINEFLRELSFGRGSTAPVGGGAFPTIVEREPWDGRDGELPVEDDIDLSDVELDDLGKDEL
DENV2 CPE rescue – inhibitors of DENV2 cytopathic effect, primary screen, cell-based, plate reader, single concentration | DENV2-infected cells, cytopathic effect rescue | CPE inhibition, % at 9.99 µM | actives 1.7% (n = 350,000) | AID 651640, 2012; in the data active = CPE inhibition above about 20%, passing the limit was not always enough; inconclusive = no clear call, values can overlap the other calls; tested in BHK-21 cells;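 note: 0% = median of neutral control wells and 100% = median of positive control wells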
CFTR F508del cor – F508del CFTR correction, initial screen, CFBE line, single point. CFBE cells, YFP halide quenching; stimulated with forskolin plus potentiator P3; % fluorescence drop versus neutral controls. activity (quench increase), % at 7.58 µM. actives 0.36% (n = 350,000);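 active = mean added fluorescence quench of at least 8% versus neutral control, with both replicates also reaching 8%; inconclusive = only one of the mean or replicate conditions met; inactive = mean below 8% and not both replicates reaching 8%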;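 note: cells transiently co-express mutant CFTR-F508del with the halide-sensitive YFP; corrector assay measuring rescue of mutant channel to the surface after 24 h compound exposure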
ERAP1 HTS inh – human ERAP1 aminopeptidase inhibitors, primary screen, biochemical, single point, plate reader | Endoplasmic reticulum aminopeptidase 1 (Homo sapiens), Q9NZ08 | recombinant ERAP1, Leu-AMC fluorescence, 60 min | inhibition, % at 10.7 µM | actives 0.15% (n = 340,000);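 active = mean replicate inhibition of at least 30%, or all replicates individually reaching that 30% level; inactive = mean below 30% and not every replicate reaching it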;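 note: 0% = neutral control wells and 100% = L-leucinethiol positive control wells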
Active calls of the source: *; ? = inconclusive; / = no result given; [ ] = dose if it differs, or a comment.

entry	Structure	miR-122 sensor	CFTR F508del cor	DENV2 CPE rescue	ERp5 block	ERAP1 HTS inh	SIRT5 inh	CASP6 VEID inh
1	C[C@H](CO)N1C[C@H](C)[C@@H](CN(C)C(=O)Cc2ccccn2)Oc2cc(C#Cc3ccccc3)ccc2S1(=O)=O	21[16.7 µM]	-0.2	-1	2	0	3	2
2	COc1ccccc1C(=O)C1CCCN(C(=O)c2ccccc2Cl)C1 (stereo not given)	/	-3.9	1	5	0	-2	0
3	O=C([C@@H]1[C@@H](CO)[C@@H]2Cn3c(ccc(C4=CCCC4)c3=O)[C@H]1N2C(=O)c1ccncc1)N1CCOCC1	/	/	-2	1	-4	-6	2
4	O=C(O)c1ccc(-n2nc(C(F)(F)F)cc2-c2cccs2)cc1	-4	-2.0	3	2	6	-4	-2
5	COc1ccc2c(c1)C(=O)CC(c1ccc(OC)c(OC)c1)O2 (stereo not given)	-1	-0.1	-8	4	1	-3	2
6	COc1cc(/C=N/n2cnc3scc(-c4cccs4)c3c2=O)cc(OC)c1OC	/	/	0	-8	-1	/	0
7	CC(=O)NC1=NN(C(C)=O)C(C)(c2ccc3ccccc3c2)S1 (stereo not given)	/	-4.0	-4	4	1	-6	0
8	Cc1ccc(NC(=O)c2cccc3ccccc23)cc1	/	-3.3	12	-4	0	-4	-3
9	COc1cccc(-c2cnc3c(c2)C(=O)N([C@H](C)CO)C[C@@H](C)[C@H](CN(C)Cc2ccccc2)O3)c1	5[16.7 µM]	2.4	27*	8	-1	1	1
10	N#C[C@H]1[C@@H](c2ccc(-c3cccnc3)cc2)[C@@H](CO)N1C(=O)Nc1ccc(F)cc1	/	-1.8	0	2	1	0	-3
11	O=C(CSC1CN(C(c2ccccc2)c2ccccc2)C1)N/N=C/c1ccccc1	/	-2.2	4	2	3	1	0
12	COCCN1Cc2cccc(C(=O)NC(C)CCc3ccco3)c2C1=O (stereo not given)	-23	/	-4	3	8	-4	3
13	Cn1cnnc1SCc1ccc(C(=O)NN)cc1	-3	1.2	/	-4	0	-3	-2
14	N#C[C@H]1[C@@H](c2ccc(C#CCC3CCCC3)cc2)[C@H](CO)N1C(=O)CN1CCOCC1	/	2.2	1	-7	-1	-3	-1
15	CC(C)NC(=O)N(C)C[C@@H]1Oc2ccc(NS(=O)(=O)c3ccc(Cl)cc3)cc2C(=O)N([C@@H](C)CO)C[C@H]1C	4[16.7 µM]	-1.7	-3	1	1	-5	-1
16	CCc1ccc(NC(=O)N2CCCCCC2)cc1	1	-2.7	-2	3	0	-2	1
17	CC(C)CCNC(=O)c1nn(Cc2ccccc2)c(=O)c2ccccc12	/	-1.9	-2	0	2	-2	-2
18	COCC(=O)N1[C@H](C#N)[C@H](c2ccccc2-c2ccccc2F)[C@@H]1CO	/	-0.6	9	-4	1	-4	0
19	CCSc1nnc2ccc(-c3ccco3)nn12	/	0.4	0	-3	-1	-2	1
20	Cc1sc2ccccc2c1CNC[C@H]1O[C@@H](n2cnc(C(N)=O)n2)[C@H](O)[C@@H]1O	7	-0.8	-11	-3	-4	/	-1
21	N#C[C@H]1[C@@H](c2ccc(C#CC3CCCC3)cc2)[C@@H](CO)N1S(=O)(=O)Cc1ccccc1	/	-0.3	-12	3	2	1	-1
22	Cc1cc(CN(C)Cc2cn(C)nc2-c2ccc(Oc3ccccc3)cc2)on1	8	3.1	-2	-8	-2	-4	4
23	C[C@H]1CN([C@@H](C)CO)C(=O)Cc2cc(NC(=O)C3CC3)ccc2O[C@@H]1CN(C)S(C)(=O)=O	5[16.7 µM]	1.2	-11	2	-1	-2	-1
24	Nc1ccc2c(c1Br)Cc1ccccc1-2	38	-3.9	-1	2	1	-1	-2
25	CC(C)C(=O)Nc1c(C(=O)N2CCN(c3ncccn3)CC2)oc2ccccc12	33	-1.6	4	-2	-5	-2	0
26	COc1ccc(C(=O)NC(=S)NC2CCCCC2)cc1	2	2.7	-2	-6	-1	8	3
27	CCc1nc(N2CCN(C(=O)CCCl)CC2)c2c3c(sc2n1)CCCC3	/	-0.7	13	5	-2	/	0
28	CCCNC(=O)N(C)C[C@@H]1Oc2cc(C3=CCCC3)ccc2S(=O)(=O)N([C@H](C)CO)C[C@H]1C	/	1.8	11	1	2	-2	-3
29	CCSc1nc2sc3c(c2c(=O)[nH]1)CCCC3	-6	/	/	3	-1	-8	0
30	COc1ccccc1N(CC(=O)NCCSc1ccccc1)S(=O)(=O)c1ccccc1	7	-1.6	13	-2	1	-2	3
31	O=C(C[C@H]1CC[C@H](NC(=O)Nc2ccc3c(c2)OCO3)[C@H](CO)O1)NCc1ccc(Cl)cc1	/	-0.8	13	9	0	-3	0
32	O=C(COC(=O)c1ccc([N+](=O)[O-])s1)Nc1cccc(S(=O)(=O)NC2=NCCCCC2)c1	/	1.5	0	-1	-3	26*	98*
33	C[C@H]1CCCCO[C@@H](CN(C)Cc2ccc(C(F)(F)F)cc2)[C@@H](C)CN([C@@H](C)CO)C(=O)c2cc(NC(=O)c3ccccc3)ccc2O1	-14[16.7 µM]	1.3	23*	1	0	0	0
34	COC(=O)C1=C(C(=O)OC)[C@@H]2N(C)c3ccc(OC)cc3[C@@]23C[C@@H](C(=O)OC)N(S(=O)(=O)c2ccc([N+](=O)[O-])cc2)C3=N1	5	-2.0	5	-6	0	-4	-6
35	CO[C@H]1CN(C)C(=O)c2cc(NS(=O)(=O)Cc3ccccc3)ccc2OC[C@H](C)NC[C@@H]1C	/	0.0	-8	-2	3	3	-21
36	COc1ccc(OCc2nnc(SCC(=O)NC3CCCCC3)o2)cc1	/	0.2	4	2	2	-1	-6
37	COC(=O)C[C@@H]1C[C@@H]2c3cc(NC(=O)CN(C)C)ccc3O[C@@H]2[C@H](CO)O1	48[16.7 µM]	-3.6	-8	-3	3	3	-1
38	CC(=O)c1cccc(NC(=O)C2Cc3c(-c4ccc5c(c4)OCO5)ccnc3O2)c1 (stereo not given)	-7	2.3	12	-1	-2	/	4
39	Cn1c(Cc2ccccc2)nnc1SCc1cc(=O)n2ccsc2n1	1	-4.6	-4	-7	3	2	5
40	Cc1cccc(C)c1N1CCN(C(=O)N2CCOCC2)CC1	/	3.9	5	0	-1	1	1
41	COc1ccc(/C=C/c2nnc(NC(=O)COc3ccccc3)s2)cc1	-7	0.5	-2	-1	3	-4	-3
42	O=C(CCc1nnc(CCC2CCCCC2)o1)NCCc1ccccn1	/	-0.9	1	-3	-9	0	2
43	CCC1(c2ccc(C)cc2)NC(=O)N(C(C)C(=O)Nc2ccc(N3CCOCC3)cc2)C1=O (stereo not given)	/	-2.9	-2	1	-1	0	-4
44	CC(=O)Nc1cc(-c2cccc(NS(C)(=O)=O)c2)cn2c(-c3ccc(F)c(Cl)c3)cnc12	3	3.2	-4	1	0	-1	-1
45	CON1C(=O)C(=O)N(OC)C2CCCCCC21 (stereo not given)	/	-1.6	1	3	0	5	-1
46	CC(=O)NNc1[nH]c2c(c(=O)c1[N+](=O)[O-])c(=O)n(C)c(=O)n2C	9	/	2	-3	3	0	-1
47	CO[C@H]1CN(C)C(=O)c2ccc(NC(C)=O)cc2OC[C@H](C)N(C(=O)c2ccncc2)C[C@@H]1C	27[16.7 µM]	1.6	-11	1	-4	0	/
48	N#C/C(=C\c1ccc(N2CCOCC2)o1)C(=O)Nc1ccc(O)cc1	-11	-0.3	5	-3	11	5	/
49	Cc1cc(=O)[nH]c(N/N=C/c2c(C)nn(-c3ccccc3Cl)c2Cl)n1	/	-0.4	1	-5	-9	-1	2
50	O=C(CCN1CCN(CCO)CC1)Nc1cccc(Br)c1	/	0.9	?	/	-3	-3	-4
51	COc1ccc(-c2nc(C#N)c(NC(C)C)o2)cc1	/	2.8	15	2	10	-9	3
52	CC(=O)c1cc(NC(=O)c2cccc(C(F)(F)F)c2)c(=O)oc1C	3	11*	/	-5	0	-3	1
53	COc1ccccc1N/C=C/C(=C(C#N)C#N)N(C)C	1	0.4	-4	2	-3	3	2
54	CCN(CC(=O)N1CCN(Cc2ccccc2)CC1)S(=O)(=O)c1ccc(F)cc1	-2	-1.2	-3	1	-3	-2	-2
55	COc1cc(/C=C2\CC/C(=C\c3cc(OC)c(O)c(OC)c3)C2=O)cc(OC)c1O	/	/	7	2	-5	3	49*
56	COC(=O)c1c(C)oc(C)c1S(=O)(=O)NC(C)(C)C	/	0.7	-4	1	-2	-6	3
57	O=C(Nc1cccc(S(=O)(=O)N2CCCCC2)c1)Nc1ccc(Cl)cc1Cl	/	4.8	1	-9	-2	-2	1
58	CCOc1ccccc1-c1noc(CCC(=O)Nc2cccnc2)n1	-1	0.2	2	2	0	-3	2
59	NC(=O)N/N=C/c1cn(-c2ccccc2)nc1-c1ccccc1	/	-3.0	-3	2	4	-2	5
60	NC(=O)c1ccc(OCC2CCCO2)cc1 (stereo not given)	-1	-2.7	15	0	-5	1	8

(next part)
entry	Structure	miR-122 sensor	CFTR F508del cor	DENV2 CPE rescue	ERp5 block	ERAP1 HTS inh	SIRT5 inh	CASP6 VEID inh
61	COc1ccc(NC(=O)CN2CCCCC2)c([N+](=O)[O-])c1	-6	0.8	1	9	4	-4	3
62	Cc1cccc(OCCCCc2c(C)n[nH]c2C)c1C	1	2.5	2	3	-2	-3	6
63	C/C(=N\Nc1ccc([N+](=O)[O-])cc1[N+](=O)[O-])C(C)C(C)C (stereo not given)	/	0.7	0	-2	2	-2	-2
64	COc1cc(NCCCCC(C)N)c2nccc(C)c2c1 (stereo not given)	7	-4.1	2	1	0	/	93*
65	COc1cc(CC(=O)OCC(=O)N2CCCCC2C)cc(OC)c1OC (stereo not given)	/	3.4	20	-1	-4	-2	1
66	C[C@H]1CN([C@@H](C)CO)C(=O)Cc2cc(NC(=O)CCN3CCOCC3)ccc2O[C@H]1CN(C)C(=O)NC1CCCCC1	-2[16.7 µM]	2.0	-4	4	5	2	-1
67	CC(=O)NN1C(=O)c2ccccc2NC1c1ccccc1O (stereo not given)	/	-5.7	-2	-3	2	-10	1
68	C[C@H](CO)N1C[C@H](C)[C@H](CN(C)C)OCc2cnnn2CCCC1=O	0[16.7 µM]	-0.8	1	-1	0	1	0
69	CC(OC(=O)CN1C(=O)C2C3C=CC(C4CC34)C2C1=O)C(=O)c1ccccc1 (stereo not given)	/	/	0	1	1	1	2
70	CC(=O)c1sc(=S)n(Cc2ccccc2)c1C	-5	-0.1	?	2	2	-1	-2
71	CO[C@@H]1CN(C)C(=O)c2cc(NS(C)(=O)=O)ccc2OC[C@H](C)N(C(=O)CN(C)C)C[C@@H]1C	4[16.7 µM]	-1.0	76*	-1	-3	1	-11
72	CC(C)OCCCNC1=C(Cl)C(=O)c2ccccc2C1=O	-7	0.6	-5	3	3	-3	25
73	C[C@H](CO)N1C[C@H](C)[C@@H](CN(C)Cc2ccc3c(c2)OCO3)Oc2ccc(NS(=O)(=O)c3ccc(Cl)cc3)cc2CC1=O	-11[16.7 µM]	2.7	6	0	-2	18*	1

Structures listed so far shown as hits in SIRT5 inh.
entry	Structure	miR-122 sensor	CFTR F508del cor	DENV2 CPE rescue	ERp5 block	ERAP1 HTS inh	SIRT5 inh	CASP6 VEID inh
32	O=C(COC(=O)c1ccc([N+](=O)[O-])s1)Nc1cccc(S(=O)(=O)NC2=NCCCCC2)c1	/	1.5	0	-1	-3	26*	98*
73	C[C@H](CO)N1C[C@H](C)[C@@H](CN(C)Cc2ccc3c(c2)OCO3)Oc2ccc(NS(=O)(=O)c3ccc(Cl)cc3)cc2CC1=O	-11[16.7 µM]	2.7	6	0	-2	18*	1
